Assay outcomes from PubChem.
NCF1 inh = inhibitors of human p47phox binding. p47phox/p22phox peptide binding, fluorescence polarization, 2 h. inhibition, % at 24.7 µM. actives 0.53% (n = 220,000);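 active means inhibition above about 30%, limit read from the data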;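 further: 0% = p47phox with labelled peptide and 100% = labelled peptide alone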
Target sequence (P14598 whole entry, looked up): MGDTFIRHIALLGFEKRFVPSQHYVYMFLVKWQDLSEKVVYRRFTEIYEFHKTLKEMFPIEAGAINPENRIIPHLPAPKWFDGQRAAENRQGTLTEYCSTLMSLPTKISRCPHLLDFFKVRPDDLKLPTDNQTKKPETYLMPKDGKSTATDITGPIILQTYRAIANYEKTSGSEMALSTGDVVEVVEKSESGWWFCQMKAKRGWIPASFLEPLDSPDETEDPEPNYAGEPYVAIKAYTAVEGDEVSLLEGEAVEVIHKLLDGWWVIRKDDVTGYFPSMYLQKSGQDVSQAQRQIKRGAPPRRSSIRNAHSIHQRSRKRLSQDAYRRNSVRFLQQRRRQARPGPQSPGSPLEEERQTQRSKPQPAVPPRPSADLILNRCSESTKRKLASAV
BaF3 tox = reduces parental Ba/F3 cell viability, JAK2V617F counter-screen. CellTiter-Glo ATP luminescence. actives 1.1% (n = 220,000). inhibition, % at 5.6 µM;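 active means inhibition above a per-campaign cutoff, the mean inhibition of all tested compounds plus 3 SD, cut at about 27% in these data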;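 further: 0% = DMSO wells and 100% = JAK Inhibitor I control wells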
Ba/F3 V617F tox = loss of viability in JAK2V617F-driven Ba/F3 cells | actives 1.1% (n = 220,000) | inhibition, % at 5.6 µM | AID 1446 | Ba/F3 EpoR-JAK2V617F viability, ATP luminescence;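 active means inhibition above the campaign mean plus 3 SD over all tested compounds, cut at about 24% in these data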;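 further: cytokine-independent growth of Ba/F3 cells driven by EpoR plus mutant JAK2; 0% = DMSO-treated cells and 100% = JAK inhibitor I control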
PPC-1+TRAIL kill = PPC-1 cancer cell killing with TRAIL present; actives 0.41% (n = 220,000); PPC-1 cells + TRAIL, ATPLite viability luminescence; AID 1443; cell killing (% activity), % at 4 µM;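 active means cell killing above 50% in the first pass at 4 µM, then a duplicate retest at 5 µM averaging 50% or more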;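 further: plate controls were cells with TRAIL plus DMSO for no effect and medium-only wells lacking cells for full effect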
Furin inhibitor = blocks human furin protease activity | P09958 | purified furin, fluorogenic substrate cleavage | inhibition, % at 30 µM | actives 0.061% (n = 220,000); in the data active means inhibition above about 25%; further: inactives centre near -15
Target sequence (P09958 108-714 limits assumed): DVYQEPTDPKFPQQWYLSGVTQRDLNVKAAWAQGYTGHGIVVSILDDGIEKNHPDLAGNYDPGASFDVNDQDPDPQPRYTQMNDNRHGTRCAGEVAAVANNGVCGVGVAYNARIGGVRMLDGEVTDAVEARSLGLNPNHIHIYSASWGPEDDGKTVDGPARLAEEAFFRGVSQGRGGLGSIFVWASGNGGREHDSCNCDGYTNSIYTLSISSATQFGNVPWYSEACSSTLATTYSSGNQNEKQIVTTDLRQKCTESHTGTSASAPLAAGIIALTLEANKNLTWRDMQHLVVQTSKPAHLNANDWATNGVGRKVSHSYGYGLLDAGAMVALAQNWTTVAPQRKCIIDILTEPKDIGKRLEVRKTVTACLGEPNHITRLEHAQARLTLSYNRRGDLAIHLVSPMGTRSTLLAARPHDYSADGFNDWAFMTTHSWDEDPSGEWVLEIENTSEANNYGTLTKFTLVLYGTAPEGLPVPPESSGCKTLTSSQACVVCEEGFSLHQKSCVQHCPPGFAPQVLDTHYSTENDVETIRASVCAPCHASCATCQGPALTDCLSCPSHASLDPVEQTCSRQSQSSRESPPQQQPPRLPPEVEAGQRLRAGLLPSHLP
p97 inhibitor = human p97 ATPase inhibition; P55072; recombinant p97 ATPase, Kinase-Glo ATP luminescence, 3 h; inhibition, % at 8 µM; actives 0.42% (n = 220,000); AID 1481; in the data active means inhibition above about 15%;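 further: 0% = DMSO vehicle and 100% = wells lacking enzyme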
RBBP9 inhibitor = human RBBP9 hydrolase inhibition; recombinant RBBP9, FP-Rh probe fluorescence polarization; inhibition, % at 7.94 µM; actives 0.2% (n = 220,000);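 active means inhibition above the campaign mean of all tested compounds plus 3 SD, cut at about 14% in these data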;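 further: plate controls were DMSO wells with RBBP9 for no effect and wells lacking RBBP9 protein for full effect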
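Test system – recombinant human RBBP9 · Input – RBBP9 2.5 µM in dispensing solution, pre-mixing · Medium – Tris buffer pH 8.0, NaCl, Pluronic · Schedule – preincubation 30 min plus labeling 45 min at 25 °C · Measured by – fluorescence polarization · Measure – % inhibition · Controls – DMSO and no-protein wells · Replicates – one well per compound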
TbHK1 inh = blocks Trypanosoma brucei hexokinase 1 activity; recombinant TbHK1, G6PDH-coupled NADH A340; inhibition, % at 10 µM; actives 0.11% (n = 220,000); AID 1430;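 active means inhibition of 50% or more in the single-dose primary screen; inactive means inhibition below 50%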
PGE2 EP2 inh = inhibitors of human EP2 prostaglandin E2 receptor; P43116; C6 glioma cells expressing human EP2, cAMP TR-FRET; cells stimulated with saturating PGE2; inhibition, % at 25 µM; actives 0.52% (n = 260,000);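 active means percent inhibition above 40 after rounding to a whole number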;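 further: rat C6 glioma host cells with rolipram phosphodiesterase inhibitor present; the protocol text gives 20 µM as final concentration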
An asterisk follows results filed as active; · = not tested or not shown; & = joins results of further samples; [ ] = remark or other dose.

#	compound	NCF1 inh	BaF3 tox	Ba/F3 V617F tox	PPC-1+TRAIL kill	Furin inhibitor
1	O=[N+]([O-])c1ccc(Cl)c(S(=O)(=O)n2ccnc2)c1	-9	-5	-5	25	-21
2	CC1=C(C(=O)OCc2ccccc2)C(c2ccc(C)o2)C2=C(CCCC2=O)N1 (stereo not given)	-11	1	5	17	-3
3	COC(=O)C1CC(=O)N(CCc2c[nH]c3ccccc23)C1 (stereo not given)	-18	3	0	13	-17[20 µM]
4	COC(=O)c1cc2oc3ccccc3c2n1Cc1ccccn1	0	0	-4	11	-12
5	Cc1cccc(-n2c(O)c(C=NCc3ccccn3)c3ccccc3c2=O)c1	-13	9	0	22	-9
6	Cc1cnc(C(=O)NCC(c2ccccc2)c2ccccc2)cn1	-3	2	-2	0	-22
7	COc1ccc(NC(=O)C(CCSC)NC(N)=O)cc1NS(=O)(=O)c1ccc(F)cc1 (stereo not given)	-1	5	2	-9	-9
8	Cc1nc2ccccc2c(=O)n1/N=C1\C(=O)N(C)c2ccccc21	0	1	-4	·	-25
9	CSc1ncccc1C(=O)Nc1ccc2nc(C)sc2c1	-21	-6	-1	4	-25
10	Cn1c(CSc2nnc(SCc3ccccc3)s2)nc2ccccc21	-11	3	2	15	-24
11	CC(C)(C)NC(=O)C(=O)NC(=O)c1c(F)cccc1Cl	-5	0	-4	9	-10
12	CCC(=O)N1c2ccccc2NC2=C(C(=O)CCC2)C1c1ccccc1 (stereo not given)	1	2	-2	-4	-8[20 µM]
13	Nn1c(COc2ccc(Cl)cc2)nc2ccccc2c1=O	-4	4	0	19	-4
14	COc1ccc2[nH]cc(/C=C/C(=O)c3ccccc3)c2c1	-20	5	-1	0	-12
15	O=C(Nc1cc(N2CCOCC2)ncn1)c1ccccc1	9	-1	-2	19	-17

#	p97 inhibitor	RBBP9 inhibitor	TbHK1 inh	PGE2 EP2 inh
1	6	1	-9	2
2	-8	-17	-1	7
3	-1	-1	-9	18
4	2	-3	-10	19
5	5	2	-17	6
6	-2	-12	-1	0
7	-2	-3	6	8
8	6	2	-3	5
9	8	3	-11	8
10	-3	-2	3	7
11	3	-9	-13	14
12	1	1	-50	8
13	2	0	23	5
14	10	1	-13	29
15	5	-9	0	12

Shown as tab-separated lines: 10 of the compounds above.
cpd	canonical_smiles	NCF1 inh	BaF3 tox	Ba/F3 V617F tox	PPC-1+TRAIL kill	Furin inhibitor	p97 inhibitor	RBBP9 inhibitor	TbHK1 inh	PGE2 EP2 inh
6	Cc1cnc(C(=O)NCC(c2ccccc2)c2ccccc2)cn1	-3	2	-2	0	-22	-2	-12	-1	0
7	COc1ccc(NC(=O)C(CCSC)NC(N)=O)cc1NS(=O)(=O)c1ccc(F)cc1 (stereo not given)	-1	5	2	-9	-9	-2	-3	6	8
8	Cc1nc2ccccc2c(=O)n1/N=C1\C(=O)N(C)c2ccccc21	0	1	-4	·	-25	6	2	-3	5
9	CSc1ncccc1C(=O)Nc1ccc2nc(C)sc2c1	-21	-6	-1	4	-25	8	3	-11	8
10	Cn1c(CSc2nnc(SCc3ccccc3)s2)nc2ccccc21	-11	3	2	15	-24	-3	-2	3	7
11	CC(C)(C)NC(=O)C(=O)NC(=O)c1c(F)cccc1Cl	-5	0	-4	9	-10	3	-9	-13	14
12	CCC(=O)N1c2ccccc2NC2=C(C(=O)CCC2)C1c1ccccc1 (stereo not given)	1	2	-2	-4	-8[20 µM]	1	1	-50	8
13	Nn1c(COc2ccc(Cl)cc2)nc2ccccc2c1=O	-4	4	0	19	-4	2	0	23	5
14	COc1ccc2[nH]cc(/C=C/C(=O)c3ccccc3)c2c1	-20	5	-1	0	-12	10	1	-13	29
15	O=C(Nc1cc(N2CCOCC2)ncn1)c1ccccc1	9	-1	-2	19	-17	5	-9	0	12

Back to the main list, starting 2 compounds before the break.
#	compound	NCF1 inh	BaF3 tox	Ba/F3 V617F tox	PPC-1+TRAIL kill	Furin inhibitor
14	COc1ccc2[nH]cc(/C=C/C(=O)c3ccccc3)c2c1	-20	5	-1	0	-12
15	O=C(Nc1cc(N2CCOCC2)ncn1)c1ccccc1	9	-1	-2	19	-17
16	O=C(CC1C(=O)NCCN1C(=O)Nc1ccc(Cl)cc1)Nc1ccc(F)cc1 (stereo not given)	5	5	2	-5	0
17	O=C(CN(c1ccccc1)S(=O)(=O)c1ccccc1[N+](=O)[O-])Nc1ccccc1C(=O)N1CCOCC1	-3	7	-1	6	-17
18	CC(C)CC(=O)NC(=S)NNC(=O)c1cccc([N+](=O)[O-])c1	-5	8	-2	12	-27
19	COC(=O)c1ccc(Cl)c(NC(=O)CN2CCN(C)CC2)c1	-2	0	-3	14	1[20 µM]
20	CCOc1ccccc1N(C(=O)c1ccccc1Cl)C1=NC(C)(C)CS1	-12	5	1	0	-27
21	Cc1cccc(NC(=O)c2ccccc2NC(=O)C(C)(C)C)n1	7	2	-3	9	-20
22	Cn1c(CCN2CCOCC2)nc2cc(NC(=O)COc3ccc(Cl)cc3)ccc21	-9	-1	-5	28	-20
23	CN(Cc1cn(-c2ccccc2)nc1-c1ccc(F)cc1)C(=O)CCC(=O)O	-13	6	2	22	-14
24	CN(C(=O)CSc1nnc(N)s1)c1c(N)n(Cc2ccccc2)c(=O)[nH]c1=O	-17	2	1	20	-8[20 µM]
25	CN1c2ccsc2/C(=N/Nc2ccc(F)cc2)CS1(=O)=O	-13	0	-3	-10	-11
26	Cc1nnc(SCC(=O)NNC(=O)c2ccccc2)n1-c1ccccc1	-13	4	2	17	-3
27	O=C(O)CC1S/C(=N/N=C/c2ccc(-c3ccc(Cl)cc3[N+](=O)[O-])o2)NC1=O (stereo not given)	-25	2	0	34	-6[20 µM]
28	CN1CCCN(CC(O)COCc2cccs2)CC1 (stereo not given)	-10	7	4	11	-6[20 µM]
29	CC1(C)CC(C(CC(=O)O)c2ccccc2)CCO1 (stereo not given)	7	6	2	8	-7
30	Cc1cccn2c(=O)c(/C=C(\C#N)C(N)=O)c(Oc3ccccc3)nc12	-14	4	-1	-3	-15

#	p97 inhibitor	RBBP9 inhibitor	TbHK1 inh	PGE2 EP2 inh
14	10	1	-13	29
15	5	-9	0	12
16	-1	-8	3	9
17	3	-7	1	8
18	5	6	-9	5
19	-1	-10	-7	5
20	-1	-6	0	8
21	3	1	-8	14
22	4	8	7	7
23	5	2	16	10
24	3	0	-1	6
25	7	0	-4	14
26	0	-13	35	10
27	5	3	-35	6
28	2	-4	-2	13
29	6	1	-3	9
30	9	-8	-21	19

Next part.
#	compound	NCF1 inh	BaF3 tox	Ba/F3 V617F tox	PPC-1+TRAIL kill	Furin inhibitor
31	CCCC1=Nc2cc(C(=O)NCCCOC(C)C)ccc2Sc2ccccc21	-20	11	7	-3	-2[20 µM]
32	Cc1ccc2oc(-c3cccc(NC(=S)NC(=O)/C=C/c4ccco4)c3)nc2c1	-91	5	2	11	-12[20 µM]
33	Cc1cc(C)c2c(=O)[nH]n(C3CC(C)N(C)CC3C)c2n1 (stereo not given)	-1	-1	-2	21	-12
34	COc1cccc(CN(CC2CCCO2)S(=O)(=O)c2ccc(-n3cnnn3)c(OC)c2)c1 (stereo not given)	4	1	2	20	-12
35	Cc1nc(N)sc1N=Nc1c(C)n(C)n(-c2ccccc2)c1=O	-12	-11	-1	6	-8
36	COc1ccccc1S(=O)(=O)Nc1cc(S(=O)(=O)N2CCCCC2)ccc1N1CCOCC1	-4	3	-3	0	-7
37	COc1ccc(CCn2c(N)c(S(=O)(=O)c3cccs3)c3nc4ccccc4nc32)cc1OC	-21	3	3	·	3
38	CC1CC(C)CN(c2nc3c(c(=O)n(C)c(=O)n3C)n2C)C1 (stereo not given)	1	6	0	-8	-7[20 µM]
39	CCN(CC)CCN(CC(=O)N(C1CCCCC1)C1CCCCC1)C(=O)c1cccnc1	-1	6	-2	6	-21
40	CCC1=Nc2cc(C(=O)NCc3ccco3)ccc2Sc2ccccc21	-25	32*	30*	17	-2
41	COc1cc(Cl)c(C)cc1NC(=O)CNC(C)c1ccccc1OC (stereo not given)	-21	2	-4	-6	-18
42	Cc1c(C(=O)Nc2ccc(Cc3ccncc3)cc2)cccc1[N+](=O)[O-]	-20	5	-3	5	-29
43	Cc1cc(=O)[nH]c(SCC2COC3(CCCCC3)O2)n1 (stereo not given)	-2	10	4	7	-19
44	CC(=O)c1coc2ccc(OCCN3CCCCC3)cc12	-8	5	2	20	-17
45	COC(=O)c1ccc(NC(=O)CN(c2ccc(C)cc2)S(=O)(=O)c2c(C)n[nH]c2C)cc1	-16	3	-3	8	-17

#	p97 inhibitor	RBBP9 inhibitor	TbHK1 inh	PGE2 EP2 inh
31	-9	-4	-12	3
32	1	-33	-31	8
33	-2	-7	-5	8
34	-4	-4	-2	3
35	2	3	-20	5
36	2	2	-2	6
37	5	-1	-17	12
38	1	3	4	8
39	-1	-8	9	9
40	-4	-6	19	9
41	-2	-7	1	9
42	6	-6	-2	13
43	-7	-6	10	13
44	3	2	7	9
45	4	-10	0	6

(more compounds)
#	compound	NCF1 inh	BaF3 tox	Ba/F3 V617F tox	PPC-1+TRAIL kill	Furin inhibitor
46	CCN(CC(=O)Nc1ccc(OC)c(OC)c1)S(=O)(=O)c1ccc(C)cc1	-13	6	-1	14	-9[20 µM]
47	Cc1ccc(C2CC(c3ccco3)n3nc(N)nc3N2)cc1 (stereo not given)	-3	5	-1	4	-19
48	O=C(O)c1cccc(Oc2ncnc3sc4c(c23)CCCC4)c1	-8	10	1	-1	-14
49	COC(=O)c1ccc(CSc2nc3ccc(S(=O)(=O)N4CCOCC4)cc3[nH]2)cc1	-13	3	-1	13	-12
50	O=C(O)c1ccc[nH]c1=S	-3	1	3	-8	-11
51	Cc1ccc(C(=O)NCCc2ccc(F)cc2)s1	1	5	0	27	-30
52	COC(=O)c1cc2c(ccn2C)n1C	6	11	-2	1	-20
53	Cc1ccnc(NS(=O)(=O)c2ccc(NC(=O)C3COc4ccccc4O3)cc2)n1 (stereo not given)	1	11	6	11	-2
54	N=C1C(c2nc3ccccc3[nH]2)=C(O)CN1NC(=O)COc1cccc(F)c1	-3	5	0	11	-24
55	Cc1ccc(OCCNS(=O)(=O)c2ccc(N3CCCC3=O)cc2)cc1	0	0	-5	15	-29[20 µM]
56	Cc1cc(-n2c(SCCC#N)nnc2-c2cccnc2)ccc1Cl	-7	4	5	-2	-12
57	CCC(CC)NC(=O)/C=C/c1cccc([N+](=O)[O-])c1	-2	2	-3	32	-2
58	COCCn1nnnc1C(c1ccccc1OC)N1CCN(c2ccccc2F)CC1 (stereo not given)	-3	-2	-1	-18	-7
59	COc1cccc(CN=c2c([N+](=O)[O-])nn(-c3ccccc3C)n2O)c1	-11	7	2	6	-30
60	CC(=O)c1ccc(N=Nc2ccc(N)cc2)cc1	-13	2	-2	54*[5 µM]	2

#	p97 inhibitor	RBBP9 inhibitor	TbHK1 inh	PGE2 EP2 inh
46	1	7	-3	16
47	6	-6	-3	9&14
48	11	-6	2	6
49	3	-8	-2	8
50	-3	-4	-22	5
51	0	7	-2	14
52	4	1	-7	11
53	-3	-13	9	5
54	-2	0	-6	9
55	0	-8	1	9
56	-1	-9	1	6
57	6	2	26	9
58	-1	-7	1	14
59	0	6	16	5
60	6	-2	-21	27

These rows are one share of the data (hit frequency here may not be typical).
